Assay outcomes as filed in PubChem.
Rtt109 HAT inh: inhibitors of Candida albicans Rtt109/Vps75 histone acetyltransferase | Q5AAJ8 | purified Rtt109/Vps75, ThioGlo CoA-SH fluorescence, 4 h | inhibition, % at 34.9 µM | 330,000 compounds, 0.16% hits | AID 540336;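 active means inhibition of at least 50% in every replicate; inconclusive means best replicate reaches 50% inhibition but some replicates fall short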
Target sequence (Q5AAJ8 whole entry, looked up): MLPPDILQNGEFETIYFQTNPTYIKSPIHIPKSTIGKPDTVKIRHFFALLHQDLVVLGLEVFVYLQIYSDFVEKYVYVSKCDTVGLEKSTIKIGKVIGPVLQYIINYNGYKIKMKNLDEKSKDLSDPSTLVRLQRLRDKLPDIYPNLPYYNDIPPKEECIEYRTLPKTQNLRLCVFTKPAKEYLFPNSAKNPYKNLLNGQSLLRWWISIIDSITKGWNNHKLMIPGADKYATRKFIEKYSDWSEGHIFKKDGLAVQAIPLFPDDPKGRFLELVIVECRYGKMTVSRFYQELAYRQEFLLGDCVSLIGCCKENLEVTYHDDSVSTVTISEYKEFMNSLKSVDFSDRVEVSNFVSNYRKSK
CDK5 inh: CDK5/p35 (human) kinase inhibition; Q00535+Q15078; Recombinant CDK5/p35, ADP-Glo luminescence, 60 min; inhibition, % at 10 µM; 330,000 compounds, 0.01% hits; AID 488839;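 active means highest replicate inhibition of at least 50% and at least 75% of replicates reaching 50%; inconclusive means only one of the two criteria met; inactive means both criteria failed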;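 further: plate controls were DMSO neutral control for no effect and GW8510 at 10 µM for full effect; many of its hits are not listed in these tables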
Target sequence (Q00535 whole entry, looked up): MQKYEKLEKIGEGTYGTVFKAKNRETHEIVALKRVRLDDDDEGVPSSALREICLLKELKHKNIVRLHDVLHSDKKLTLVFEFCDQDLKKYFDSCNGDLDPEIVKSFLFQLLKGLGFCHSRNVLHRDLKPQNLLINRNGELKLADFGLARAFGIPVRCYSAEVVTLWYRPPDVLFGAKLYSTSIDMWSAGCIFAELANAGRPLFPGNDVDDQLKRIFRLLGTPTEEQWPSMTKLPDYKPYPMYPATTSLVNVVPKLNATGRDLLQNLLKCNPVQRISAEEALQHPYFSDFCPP
Target sequence (Q15078 whole entry, looked up): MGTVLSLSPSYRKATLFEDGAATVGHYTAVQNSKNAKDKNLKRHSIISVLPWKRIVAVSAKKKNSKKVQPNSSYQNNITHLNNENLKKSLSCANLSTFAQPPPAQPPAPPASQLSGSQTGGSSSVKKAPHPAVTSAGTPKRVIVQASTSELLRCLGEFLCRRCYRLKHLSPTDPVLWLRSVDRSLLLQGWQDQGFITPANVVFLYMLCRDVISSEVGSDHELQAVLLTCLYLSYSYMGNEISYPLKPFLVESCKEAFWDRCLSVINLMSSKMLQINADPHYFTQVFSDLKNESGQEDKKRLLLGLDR
dFosB activator: activators of mouse delta FosB homodimer; P13346; purified delta FosB, TAMRA-CDK5 oligo fluorescence polarization; percent of positive-control signal above neutral wells; activation, % at 25 µM; 340,000 compounds, 0.99% hits; AID 493131;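 active means mean activation above about 17%, with every replicate also reaching it, limit read from the data, passing the limit was not always enough; inconclusive means only one of the two conditions met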;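 further: fluorescence polarization rise as delta FosB binds a TAMRA Cdk5 AP-1 oligo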
RTF Ca sens act: increases calcium sensitivity of human cardiac regulated thin filaments; 340,000 compounds, 0.24% hits; IANBD-labeled TnC RTF fluorescence at EC20 calcium; 0% EC20 calcium, 100% full calcium; activation, % at 7.2 µM;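 active means activation above the mean over all tested compounds plus 3 SD, cut at about 30% in these data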;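 further: rise in fluorescence read as greater calcium sensitivity of cardiac thin filaments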
Wnt act: activates Wnt/beta-catenin signaling in a reporter cell assay. 300,000 compounds, 1.2% hits. activation, % at 9.35 µM. activator, plate reader; in the data active means activation above about 30%, passing the limit was not always enough; inconclusive means no clear call, values can overlap the other calls;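 further: 0% = neutral control wells and 100% = positive control wells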
V-ATPase pHluor: yeast V-ATPase proton transport regulation by pHLuorin; S. cerevisiae, pHLuorin cytosolic pH fluorescence; response, % at 10 µM; 350,000 compounds, 0.37% hits; AID 504577; in the data active means response mostly above about 7.3%, no sharp cut-off; inactive means mostly below about 5.4%; further: actives read high; inactives centre near 0; some compounds called inactive have numbers as strong as hits; reference of the scale not given here
CAL PDZ FP-1: blocks peptide binding to the human CAL PDZ domain | purified CAL PDZ, TMR-peptide fluorescence polarization, 1 h | AID 602252 | 300,000 compounds, 0.92% hits | inhibition, % at 24.9 µM;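 active means mean inhibition of at least 30% with at least half of replicates also reaching 30%; inconclusive means no clear call, values can overlap the other calls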;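 further: 0% = DMSO neutral control and 100% = excess unlabeled competitor peptide PRC23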
Tat transport: E. coli Tat transport inhibition; E. coli MC4100 TorA-mCherry Tat export, fluorescence; 340,000 compounds, 0.036% hits; inhibition, % at 10 µM;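 active means mean replicate inhibition at least 50% and at least half of replicates individually reaching 50%; inconclusive means only one of the two criteria met; inactive means neither criterion met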;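 further: exported cargo escapes ClpAP degradation while cytoplasmic cargo is degraded and loses fluorescence; 0% = median of neutral control wells and 100% = median of NaSCN control wells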
MITF TRPM1 HTS: increases MITF-driven TRPM1 promoter luciferase signal. SK-MEL-5 TRPM1-promoter luciferase, 24 h; % of positive control, neutral wells = 0. 300,000 compounds, 0.75% hits. activation, % at 12.5 µM;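 active means mean activation of at least 80% with every replicate also reaching 80%; inconclusive means mean reaches 80% but some replicate falls short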;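 further: 0% = neutral control wells and 100% = parthenolide positive control wells; values of inactives mirror those of a sister screen read the other way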
CAL PDZ FP-2: blocks peptide binding to human CAL PDZ domain. purified CAL PDZ, TMR-peptide fluorescence polarization, 1 h. inhibition, % at 20 µM. 330,000 compounds, 0.02% hits. AID 504414;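 active means highest replicate inhibition of at least 40%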;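 further: plate controls were DMSO neutral control wells for no effect and unlabeled competitor peptide control wells for full effect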
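System: tagged CAL PDZ domain. Schedule: 1 h room-temperature incubation prior to read. Signal: fluorescence polarization (mP). Measure: percent inhibition from loss of millipolarization.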
Starred values were filed as active, the others as inactive; ? = inconclusive; · = no result given.

SMILES	Rtt109 HAT inh	V-ATPase pHluor	RTF Ca sens act	dFosB activator	Wnt act	CAL PDZ FP-1	CDK5 inh	CAL PDZ FP-2	Tat transport	MITF TRPM1 HTS
CC(C)(C)OC(=O)N[C@H](Cc1ccccc1)C(=O)N1CCC(C(=O)O)CC1	5	0	-4	6	-1	-6	-0.6	-0.2	0	-13
Cc1cccc(C)c1NS(=O)(=O)c1ccc2c(c1)NC(=O)CO2	-1	0	3	-7	-1	-3	1.5	-0.3	12	12
CCn1c(=O)n(CC)c2cc(S(=O)(=O)Nc3ccccc3C)c(C)cc21	1	0	1	-12	·	-3	0.6	-2.7	5	0
CCOc1cc(/C=C/C(=O)O)ccc1OCCOc1ccc(F)cc1	-1	-2	-6	-7	0	-2	0.9	0.8	0	-7
Cc1nnc(SCC(=O)Nc2cccc(Cl)c2)n1CC1CCCO1 (configuration not stated)	8	-1	-2	-6	29	-2	1.3	-1.4	-4	-5
CCC(C(=O)NCCCN1CCN(CC)CC1)n1nc(C)n2c(cc3occc32)c1=O (configuration not stated)	-16	1	0	3	0	·	1.8	-0.2	-6	11
O=C(COC(=O)c1cc(=O)[nH]c2ccccc12)c1ccc(Br)cc1	3	-1	0	-4	6	-1	-1.2	-2.8	1	22
Cc1ccc(NC(=O)COC(=O)c2cc(=O)c3ccccc3o2)c(Br)c1	·	-4	1	-4	-6	-18	-0.3	-2.5	3	6
COc1ccc(-c2nc3cccc(C)n3c2NCc2ccco2)cc1OC	7	-2	4	-5	·	4	2.4	1.4	2	18
O=C(C[n+]1cc(Br)cc2ccccc21)c1ccc(Br)cc1	10	-2	0	0	-4	0	0.1	1.7	0	·
CCCCCCOC(=O)Nc1ccc(S(=O)(=O)Nc2cccc([N+](=O)[O-])c2)cc1	5	3	-13	-5	0	-4	-0.5	-2.4	3	12
CC(=O)c1ccc(S(=O)(=O)Oc2ccc(-c3ccc(C(=O)O)cc3)cc2)cc1	-1	1	-6	0	-2	-16	-0.6	-2.0	11	·
CCCCOC(=O)c1ccc(OC(=O)c2cccnc2)cc1	-3	2	-3	4	·	33*	-1.0	0.3	-7	9
COc1ccc2[nH]cc(C(=O)CN3CCCC(C)(C)C3)c2c1	-3	5	5	-2	5	-5	0.5	-0.6	1	-6
O=C1/C(=C/c2ccccc2)CSc2sccc21	1	4	1	-5	·	-5	0.2	-7.3	-1	24
O=[N+]([O-])c1ccc(C[n+]2ccc(Cc3ccccc3)cc2)cc1	3	-1	4	-10	2	-4	0.3	0.7	-5	4
Cc1ccc(CC2CC(=O)N(C(Cc3ccccc3)C(=O)O)C2=O)cc1 (configuration not stated)	4	1	-7	0	-1	-3	-0.8	-0.4	-2	6
CC(Oc1ccccc1Cl)c1nnc(N)s1 (configuration not stated)	8	1	-8	-3	·	-3	-1.7	-3.0	-3	-2
CC1CCN(c2ncnc3ccccc23)CC1	3	-2	0	-6	1	-2	4.5	0.1	1	6
CC(=O)c1ccc(OCCCC(=O)NC2CCCCC2C)cc1 (configuration not stated)	-1	3	-2	-3	-2	19	1.3	-1.5	4	-5
COC(=O)c1cc(NC(=O)c2ccoc2C)cc(C(=O)OC)c1	0	2	3	-13	-4	-2	1.6	-0.6	0	1
Cn1cccc1C(=O)NC(=O)COC(=O)c1ccc(S(C)(=O)=O)cc1	-6	2	3	-7	-2	-11	0.3	-9.3	1	-3
CC(=O)N1CCN(c2ncnc3sc(-c4ccccc4)cc23)CC1	-20	-1	-3	1	0	-1	10	-5.4	-1	6
Clc1ccc(CSc2nnc(CNc3cccc(Cl)c3)o2)cc1	41	0	-25	-10	·	-23	1.5	-2.2	13	-10
Cc1cccc(OCC(=O)Nc2ccc3c(c2)OCO3)c1C	·	4	4	0	10	-10	-0.4	-2.7	1	·
CN(C)C(=O)N1CCC(C(=O)N2CCCC(C(=O)c3cccc4ccccc34)C2)CC1 (configuration not stated)	-3	2	1	-12	-1	-2	0.4	-2.5	-6	-9
Cc1cccc(-c2oc3ccccc3c2C#CCCO)c1	2	5	-2	-12	0	-2	-1.0	-1.0	6	11
COc1ccc(OCC(=O)N/N=C/c2ccsc2)cc1	11	-7	-6	0	-1	0	-2.7	-1.2	0	6
Cc1[nH]c2c(C)cccc2c1CN1CCC(CO)(Cc2ccccc2)CC1	9	7	-1	-4	0	-2	-1.2	-0.4	7	0
CCN(CC)S(=O)(=O)c1ccc(C(=O)N2CCN(C3=NS(=O)(=O)c4ccccc43)CC2)cc1	-2	3	-1	2	-1	-1	-1.5	-2.3	0	-2
COc1ccc(Nc2nc(C)cc(C)c2C#N)cc1OC	-16	1	11	0	-1	-3	-10	-1.4	19	-6
COc1ccc(CCN2CCCC(CN(C)Cc3cc(Cl)c(O)c(OC)c3)C2)cc1 (configuration not stated)	-2	3	0	-6	-2	-8	1.1	-0.7	-6	·
CN(CC(=O)Nc1ccc(F)cc1Cl)Cc1cccs1	1	3	0	5	-2	-3	-0.2	-3.0	10	18
COc1cccc(-c2nnc3sc(-c4ccccc4)nn23)c1	8	0	0	-19	18	-3	-2.4	-1.5	-3	63
N#Cc1ccc(C(=O)NNC(=O)c2ccncc2)cc1	-5	-2	2	2	0	·	-0.1	-1.7	10	0
CCOC(=O)/C(C#N)=C1\C(=O)N(Cc2ccccc2)c2ccccc21	-8	10*	5	-8	-3	-6	0.1	-1.2	1	-13
O=C(Cc1ccccc1)Nc1ccc(C(=O)Nc2ccc(O)cc2)cc1	-9	2	1	4	2	-3	0.0	-2.1	-4	2
Nc1cc(Cl)ccc1C(=O)OCC(=O)NCc1cccs1	-8	-3	3	3	12	-4	-1.2	1.2	-7	26
COc1ccc(NC(=O)CNC(=O)c2ccc([N+](=O)[O-])cc2)cc1	7	0	-1	-4	-1	-3	2.6	0.4	3	7
COC(=O)c1sc2ccccc2c1NC(=O)c1cccs1	1	0	1	-12	-2	-4	1.5	-2.1	1	-6
CCOc1ccc(CN(C)C(=O)c2cccnc2OCC)cc1OC	-9	-1	-3	-4	-1	2	-0.4	-3.3	-2	-6
COCc1nnc(SCC(=O)NCc2ccccc2)n1-c1ccccc1	5	-2	-1	0	-1	1	-2.9	-2.7	-7	0
CCc1ccc(CN2CCC(Oc3ccc(C(=O)NCc4ccccn4)cc3)CC2)o1	-5	2	-5	-9	1	-3	-7.1	-1.1	13	8
CCOC(=O)C1=C(C)NC(=S)NC1c1ccc(OC(=O)c2ccco2)cc1 (configuration not stated)	1	3	-1	-4	-3	8	-0.1	-0.9	0	0
Cc1ccc(/C=N/NC(=O)COc2ccccc2-c2ccccc2)cc1	-3	-2	1	2	·	-1	0.7	-0.8	1	-58
CCCn1c(N)c(C(=O)CSc2nnc(-c3ccco3)n2Cc2ccccc2)c(=O)[nH]c1=O	4	0	-6	-4	-6	0	0.3	-2.6	1	11
Cc1ncsc1C(=O)O	-4	1	-7	0	0	8	-0.4	-1.1	0	7
O=C(N/N=C/c1ccc(Cl)cc1Cl)c1ccc(-n2cnnn2)cc1	-5	-6	1	1	-2	-3	1.2	0.1	-8	58
O=C(CSc1cc(Cl)ccc1Cl)NC1CCCc2ccccc21 (configuration not stated)	21	1	-3	1	·	-6	0.2	-3.1	-1	-9
CC1(C)Cc2c(sc(NC(=O)c3ccc(S(=O)(=O)N4CCCCCC4)cc3)c2C(N)=O)C(C)(C)N1	3	1	1	5	1	-3	2.1	-1.7	2	-1
CCN(CC)c1ccc(N)cc1S(=O)(=O)Nc1ccc(OC)cc1	-11	3	0	-5	1	-4	0.0	-0.3	-6	-2
Cc1ccc2nc(-c3ccc(SCC(=O)Nc4nnc(C)s4)nc3)[nH]c2c1	-3	-3	-9	72*	·	-2	-1.4	-1.6	-3	6
CCCCOc1ccc(/C=C/C2=CC(C)(C)NC(=S)N2)cc1OCC	5	1	9	-7	-1	-3	-0.1	-1.6	-6	16
CCN(CC(=O)Nc1cc(Cl)ccc1C)C(=O)c1cc(S(=O)(=O)N2CCCCCC2)ccc1OC	?	-2	-8	-2	1	-1	-0.3	-1.8	6	-13
CCN(CC)CC#CCC1(O)c2ccccc2-c2ccccc21	4	-6	-1	1	-2	0	-0.1	-3.6	5	7
CCCCC(CC)C(=O)NCc1ccccc1OC (configuration not stated)	-43	2	0	-11	-3	0	-4.4	18	4	·

Remaining list, next part:
SMILES	Rtt109 HAT inh	V-ATPase pHluor	RTF Ca sens act	dFosB activator	Wnt act	CAL PDZ FP-1	CDK5 inh	CAL PDZ FP-2	Tat transport	MITF TRPM1 HTS
COc1cc(/C=C(/C#N)c2ccccc2)ccc1Oc1ccc([N+](=O)[O-])cn1	·	-4	0	-9	·	-4	1.0	-1.1	-2	·
COc1ccc(/C=C(\NC(=O)c2ccc(C)cc2)C(=O)NCCCn2ccnc2)cc1	-1	-2	-6	-2	-3	-3	0.0	-2.3	7	-5
C=CCc1cc2c(oc(=O)c3ccccc32)c(C)c1O	-1	-1	4	-1	-2	-5	-0.8	-0.8	-11	-6
O=C(COC(=O)c1ccccc1C(=O)c1ccccc1)NCCc1ccccc1	4	2	6	-11	-1	-1	-5.0	-2.2	-8	-5
Cc1ccc(S(=O)(=O)Cc2ccc(C(=O)N3CCCCCC3)o2)cc1	-14	4	-1	-1	-4	-3	1.6	0.2	15	3
CC(C)(C)c1nnc2cccc(Cl)n12	-2	-5	3	-4	0	0	3.5	-2.1	-6	-6
